# CFTR F508del cor – F508del CFTR correction, initial screen, CFBE line, single point; CFBE cells, YFP halide quenching; stimulated with forskolin plus potentiator P3; % fluorescence drop versus neutral controls; activity (quench increase), % at 7.58 µM; 350,000 tested, 0.36% active; AID 720511, 2013;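 active = mean added fluorescence quench of at least 8% versus neutral control, with both replicates also reaching 8%; inconclusive = only one of the mean or replicate conditions met; inactive = mean below 8% and not both replicates reaching 8%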;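 note: cells transiently co-express mutant CFTR-F508del with the halide-sensitive YFP; corrector assay measuring rescue of mutant channel to the surface after 24 h compound exposure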
# DENV2 CPE rescue – inhibitors of DENV2 cytopathic effect, primary screen, cell-based, plate reader, single concentration; CPE inhibition, % at 9.99 µM; 350,000 tested, 1.7% active; DENV2-infected cells, cytopathic effect rescue; in the data active = CPE inhibition above about 20%, passing the limit was not always enough; inconclusive = no clear call, values can overlap the other calls; tested in BHK-21 cells;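 note: 0% = median of neutral control wells and 100% = median of positive control wells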
# Casp6 inh – human caspase-6 inhibitors, primary screen, biochemical, VEID-R110 fluorescence, single point, set 2; P55212; purified caspase-6, Z-VEID-R110 cleavage fluorescence; inhibition, % at 12.5 µM; 350,000 tested, 0.53% active;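 active = mean inhibition across replicates at least about 35%, with every replicate also reaching that limit, limit read from the data; inconclusive = only one of the two criteria met; inactive = neither criterion met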;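 note: 0% = median of neutral control wells and 100% = no fluorescence left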
# ERp5 inh – inhibitors of ERp5-driven insulin aggregation, primary screen, biochemical, turbidity, absorbance 650 nm, single point. Protein disulfide-isomerase A6 (Homo sapiens), Q15084. 90 min. inhibition, % at 9.99 µM. 350,000 tested, 0.05% active;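 active = mean replicate inhibition above about 25%, with every replicate also reaching it, limit read from the data, passing the limit was not always enough; inconclusive = only one of those two criteria met; inactive = neither criterion met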
# miR122 inh – miR-122 Renilla sensor signal increase in Huh7, primary screen, miR-122 inhibitor project, cell-based, single point, plate reader | activation (reporter increase), % at 12.5 µM | 340,000 tested, 0.3% active | AID 602342, 2012 | Huh7 miR-122 Renilla luciferase sensor, 48 h; neutral wells = 0, positive control = 100;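 active = mean replicate activation score at least 90 and every replicate individually at or above 90; inconclusive = only one of the two criteria met; inactive = neither criterion met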;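 note: higher luciferase means less miR-122 activity so hits act as miR-122 inhibitors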
# ERAP1 HTS inh – human ERAP1 aminopeptidase inhibitors, primary screen, biochemical, single point, plate reader. 340,000 tested, 0.15% active. inhibition, % at 10.7 µM. recombinant ERAP1, Leu-AMC fluorescence, 60 min. Endoplasmic reticulum aminopeptidase 1 (Homo sapiens), Q9NZ08;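 active = mean replicate inhibition of at least 30%, or all replicates individually reaching that 30% level; inactive = mean below 30% and not every replicate reaching it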;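 note: 0% = neutral control wells and 100% = L-leucinethiol positive control wells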
# Target sequence (Q9NZ08 whole entry, looked up): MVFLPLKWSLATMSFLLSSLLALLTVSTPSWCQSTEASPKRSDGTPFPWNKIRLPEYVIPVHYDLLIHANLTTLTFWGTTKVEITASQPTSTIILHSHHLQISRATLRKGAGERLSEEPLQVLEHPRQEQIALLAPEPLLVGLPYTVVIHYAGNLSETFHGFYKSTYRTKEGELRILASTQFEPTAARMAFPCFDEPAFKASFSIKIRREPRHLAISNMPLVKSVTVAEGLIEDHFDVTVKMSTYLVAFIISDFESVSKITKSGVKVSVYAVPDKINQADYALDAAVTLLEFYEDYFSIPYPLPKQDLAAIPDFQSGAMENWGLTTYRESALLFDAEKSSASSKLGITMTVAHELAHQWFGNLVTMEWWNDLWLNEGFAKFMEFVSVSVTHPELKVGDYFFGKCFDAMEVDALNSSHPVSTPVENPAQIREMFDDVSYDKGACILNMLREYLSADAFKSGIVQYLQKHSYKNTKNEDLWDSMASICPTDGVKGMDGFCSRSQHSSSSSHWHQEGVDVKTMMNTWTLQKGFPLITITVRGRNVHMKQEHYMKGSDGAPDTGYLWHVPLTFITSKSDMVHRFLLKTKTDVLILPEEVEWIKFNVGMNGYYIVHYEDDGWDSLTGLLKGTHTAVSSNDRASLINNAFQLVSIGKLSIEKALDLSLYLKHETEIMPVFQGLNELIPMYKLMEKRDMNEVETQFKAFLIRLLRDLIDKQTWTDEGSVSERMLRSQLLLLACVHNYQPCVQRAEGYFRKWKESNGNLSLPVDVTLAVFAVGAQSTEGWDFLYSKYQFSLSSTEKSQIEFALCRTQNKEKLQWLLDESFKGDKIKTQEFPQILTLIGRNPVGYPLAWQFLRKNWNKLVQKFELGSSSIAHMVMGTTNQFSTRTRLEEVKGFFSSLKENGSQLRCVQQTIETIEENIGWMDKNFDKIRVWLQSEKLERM
# SIRT5 block – SIRT5 desuccinylase inhibitors, primary screen, biochemical, fluorescence imaging, single point, set 5 | 330,000 tested, 1.1% active | AID 652115, 2013 | NAD-dependent protein deacylase sirtuin-5, mitochondrial (Homo sapiens), Q9NXA8 | inhibition, % at 15 µM | Purified SirT5, succinyl-peptide AMC, trypsin-coupled fluorescence; in the data active = inhibition above about 15%; inconclusive = no clear call, values can overlap the other calls
# Active calls of the source: *; ? = inconclusive; / = not tested or not shown; [ ] = dose if it differs, or a comment.
SMILES,CFTR F508del cor,DENV2 CPE rescue,Casp6 inh,ERp5 inh,miR122 inh,ERAP1 HTS inh,SIRT5 block
O=C(CCCc1ccccc1)Nc1ccnn1C1CCN(Cc2ccc(Cl)cc2)CC1,2.6,3,1,2,/,0,-2
C[C@H](CO)N1C[C@H](C)[C@H](CN(C)Cc2ccncc2)OCCCC[C@H](C)Oc2ccc(NS(=O)(=O)c3cn(C)cn3)cc2C1=O,0.9,15,-2,0,5[16.7 µM],0,-1
Cc1cc(C)n2nc(C(=O)Nc3ccc(S(=O)(=O)N4CCCC4)cc3)nc2n1,0.2,-1,1,0,1,1,-4
COc1ccc(OC)c(CNS(=O)(=O)c2cn(C)cn2)c1,-2.0,-4,0,-3,1,-3,-1
Cc1ccc(S(=O)(=O)N(C)C[C@@H]2Oc3ccc(NC(=O)CCCCCC(=O)Nc4ccccc4N)cc3CC(=O)N([C@@H](C)CO)C[C@@H]2C)cc1,2.2,12,9,0,5[16.7 µM],-1,/
O=C(NCc1ccco1)c1cc2cc(Br)ccc2o1,-2.3,15,8,0,/,-2,-4
C[C@@H]1CN([C@H](C)CO)C(=O)c2cc(-c3ccccc3F)cnc2O[C@@H]1CN(C)C(=O)c1cnccn1,1.7,2,3,-8,-7[16.7 µM],0,-17
CC=Cc1ccc2n(c1=O)C[C@@H]1[C@@H](CO)[C@H](C(=O)NCC3CC3)N(CCC)[C@H]21 (mixture of isomers),-3.1,0,0,-2,/,-1,5
CCc1noc(C)c1C(=O)N1CCN(c2ccc([N+](=O)[O-])cc2)CC1,2.1,2,-6,-9,-9,1,/
O=C(CSc1ccc2nnc(-c3ccc(F)cc3)n2n1)N1CCCc2ccccc21,/,/,2,2,/,-2,-2
C[C@@H]1CN([C@@H](C)CO)C(=O)c2cc(NC(=O)Nc3ccccc3)ccc2O[C@@H](C)CCCCO[C@H]1CN(C)C(=O)CCC(F)(F)F,-1.8,3,-1,-4,-2[16.7 µM],-4,0
CCS(=O)(=O)N[C@@H]1CC[C@@H](CC(=O)N2CCCCC2)O[C@@H]1CO,3.9,15,30,5,/,7,-1
CCOc1ccc(C2=CSC3=NCCN23)cc1[N+](=O)[O-],0.1,7,0,-1,-1,5,0
C#Cc1ccc(CN2CCN(Cc3ccsc3)C(CCO)C2)cc1 (stereo not given),3.0,5,-6,-2,/,1,-2
CCOc1ccc(NC2OC(C)C(O)C(O)C2O)c([N+](=O)[O-])c1 (stereo not given),0.4,-7,2,0,-2,11,0
Cc1ccc(S(=O)(=O)N2CCCC2CNC(=O)C(=O)NCc2ccc3c(c2)OCO3)cc1 (stereo not given),-3.9,5,-3,0,-4,3,/
COc1cccc(-c2cn(CC[C@@H]3CC[C@@H](NS(=O)(=O)Cc4ccccc4)[C@@H](CO)O3)nn2)c1,-4.1,-1,1,2,7[16.7 µM],-1,-1
O=C(CC1C(=O)NCCN1C(=O)Nc1ccccc1)Nc1cccc(Cl)c1 (stereo not given),1.0,3,2,1,-6,-4,-1
Cc1[nH][nH]c(=O)c1C(c1ccc(-c2ccc(Cl)c(C(=O)O)c2)o1)c1c(C)[nH][nH]c1=O,-0.9,8,/,10,-4,3,-1
COc1ccc2cc(C(=O)NCc3ccccc3)[nH]c2c1,/,-6,0,1,18,0,-3
CN(C)c1ccc(/C=C(\NC(=O)c2ccccc2)C(=O)N/N=C/c2ccc(C(=O)O)cc2)cc1,-0.1,0,3,2,-4,6,6
O=C(NS(=O)(=O)Nc1ccc(Br)cn1)c1c[nH]c2ccccc12,0.0,-1,0,0,/,-2,1
O=C(N/N=C/c1ccc(N2CCOCC2)cc1)c1ccccc1NS(=O)(=O)c1cccs1,-9.3,-4,2,5,/,-6,/
COc1cccc(CNCc2ccc(OC)cc2OC)c1,3.5,-5,-3,3,1,3,-4
O=C(c1cnccn1)N1CC(=O)N2[C@H](CO)[C@@H](c3ccc(-c4ccccc4)cc3)[C@H]2C1,-1.6,10,0,-1,/,4,3

# Overlap with the part before: 3 entries; new compounds follow.
SMILES,CFTR F508del cor,DENV2 CPE rescue,Casp6 inh,ERp5 inh,miR122 inh,ERAP1 HTS inh,SIRT5 block
O=C(N/N=C/c1ccc(N2CCOCC2)cc1)c1ccccc1NS(=O)(=O)c1cccs1,-9.3,-4,2,5,/,-6,/
COc1cccc(CNCc2ccc(OC)cc2OC)c1,3.5,-5,-3,3,1,3,-4
O=C(c1cnccn1)N1CC(=O)N2[C@H](CO)[C@@H](c3ccc(-c4ccccc4)cc3)[C@H]2C1,-1.6,10,0,-1,/,4,3
COc1ccc([N+](=O)[O-])c(S(=O)(=O)c2ccccc2)n1,5.1,7,12,12,-25,2,/
COc1ccc(N/C=C2\C(=O)CCc3c2oc2cc(Cl)c(O)c(Cl)c32)cc1,-0.7,3,-2,0,-6,-2,-2
CCn1c(=NC(=O)CSC(C)=O)sc2cc(OC)ccc21,-1.3,10,1,-2,0,3,-1
Cc1cc(NO)c(C(C)C)cc1N=O,/,-2,3,-4,/,-5,-1
C[C@@H]1CCCCO[C@H](CN(C)CC2CCCCC2)[C@H](C)CN([C@@H](C)CO)C(=O)c2cc(NC(=O)c3ccncc3)ccc2O1,0.6,?,0,-6,-2[16.7 µM],-1,0
CCCc1[nH]n(-c2nc3ccccc3s2)c(=O)c1C=NCC1CCCO1 (stereo not given),/,/,-1,1,-4,1,-1
Cc1cccc(/C(N)=N/OC(=O)c2ccoc2C)c1,-0.6,-5,-2,6,-1,3,-1
COc1cc(CCC(=O)OCC(=O)NCc2ccccc2)cc(OC)c1OC,-1.7,5,-2,-8,-3,/,-3
C[C@@H]1CN([C@H](C)CO)C(=O)c2cc(NC(=O)Nc3cccc4ccccc34)ccc2O[C@@H](C)CCCCO[C@@H]1CN(C)C(=O)Cc1ccccc1,4.6,3,1,1,-11[16.7 µM],0,10
CC(C)NC(=O)Nc1ccc2c(c1)C(=O)N([C@@H](C)CO)C[C@@H](C)[C@@H](CN(C)Cc1ccccc1)O2,-3.0,-11,0,1,0[16.7 µM],-1,-3
COc1cc(NC(=O)CN2C(=O)c3ccccc3S2(=O)=O)cc(OC)c1,-2.1,-9,3,2,-8,-2,-9
O=C(NCC1CCCN(C(=O)Cc2ccccc2Cl)C1)c1ccc(F)cc1 (stereo not given),-0.8,-4,-2,-17,-5,1,-4
CC(=O)OCC(C)n1[nH]c2ccccc2c1=O (stereo not given),3.8,-9,-1,6,5,13,40*
COc1ccccc1NC(=O)N1[C@H](CO)[C@@H](c2ccccc2)[C@@H]1C#N,2.9,17,4,-6,/,1,4
CCc1nc2c(OCc3cc(Cl)cc(Cl)c3)cccn2c1N(C=O)Cc1ccccc1,-1.4,9,4,-9,-3,-3,-1
O=C(NCC[C@H]1CC[C@@H](NS(=O)(=O)c2ccc(F)cc2)[C@@H](CO)O1)c1ccccc1F,-1.9,?,0,0,/,5,-1
C[C@@H]1CCCCO[C@H](CN(C)C(=O)Cc2ccccc2)[C@H](C)CN([C@H](C)CO)C(=O)c2cc(NC(=O)Nc3ccc(F)cc3)ccc2O1,-2.2,-5,2,0,-11[16.7 µM],-3,2
Cc1ccc(S(=O)(=O)Nc2ccc3c(c2)C(=O)N([C@@H](C)CO)C[C@@H](C)[C@H](CN(C)S(=O)(=O)c2ccc(Cl)cc2)O3)cc1,-0.1,-6,22,4,/,-1,1
CN(C)C(=O)C[C@@H]1C[C@H]2c3cc(NC(=O)Nc4ccccc4)ccc3O[C@H]2[C@H](CO)O1,1.9,3,/,/,-2[16.7 µM],/,/
COc1ccc(-c2cnc3c(c2)C(=O)N([C@H](C)CO)C[C@@H](C)[C@H](CN(C)C(=O)C2CCC2)O3)cc1,-0.8,1,0,3,-3[16.7 µM],0,-6
OC(CNCCCCNCC(O)C(F)(F)F)C(F)(F)F (stereo not given),1.8,-1,-15,4,/,-2,-3
C[C@H](CO)N1C[C@H](C)[C@@H](CN(C)CC2CCOCC2)Oc2ncc(C#CCc3ccccc3)cc2C1=O,3.1,4,2,-3,2[16.7 µM],-2,4
C/C=C/c1ccc2c(c1)O[C@@H](CN(C)C(=O)c1ccccn1)[C@@H](C)CN([C@H](C)CO)S2(=O)=O,0.0,-10,-1,8,8[16.7 µM],1,1
CO[C@@H]1CN(C)C(=O)c2cc(NS(=O)(=O)CC(F)(F)F)ccc2OC[C@H](C)N(CCC(F)(F)F)C[C@@H]1C,5.2,2,1,1,11[16.7 µM],2,-8
Cc1cc(N2CCN(C)CC2)nc2ccc(NC(=O)CCC(=O)NCCCOC(C)C)cc12,1.7,-2,0,1,/,-7,-3
# Remaining list, next part
SMILES,CFTR F508del cor,DENV2 CPE rescue,Casp6 inh,ERp5 inh,miR122 inh,ERAP1 HTS inh,SIRT5 block
COC(=O)C[C@@H]1CC[C@H]2[C@H](COc3ccc(NS(=O)(=O)c4ccccc4F)cc3C(=O)N2C)O1,1.2,-7,/,/,29[16.7 µM],/,/
O=C(N[C@@H](Cc1ccccc1)C(=O)N1CCC2(CC1)NCCc1[nH]cnc12)c1cccc(F)c1,-3.7,-4,-9,3,-4,1,2
Cc1cccc(OCCCN2CCC(C(O)(c3ccccc3)c3ccccc3)CC2)c1,0.3,34*,4,13,/,-6,0
COc1ccc(-c2csc(NC(=O)CN3C(=O)C4CC=CCC4C3=O)n2)cc1 (stereo not given),1.4,-4,3,2,-5,1,-1
O=C(O)C1Cc2ccccc2CN1C(=O)CCl (stereo not given),-1.4,-10,7,-4,/,-1,-1
Cc1ccc(NC2=NCC(=O)N2Cc2cccs2)cc1C,2.9,3,-3,-2,/,11,-6
CCOC(=O)[C@]12CCCC=C1N(CCC1=CCCCC1)C(=O)[C@H](CC(=O)N1CCOCC1)C2,-2.1,-3,-3,7,/,0,/
Cc1cc(C(=O)NCc2ccco2)c2cc(F)ccc2n1,-3.8,-4,4,11,-1,-2,-1
COCC(=O)N(C)C[C@H]1Oc2ncc(C#Cc3cccnc3)cc2C(=O)N([C@@H](C)CO)C[C@@H]1C,-1.4,10,2,-2,24[16.7 µM],0,2
FC(F)(F)c1cnc(Sc2ncn[nH]2)c(Cl)c1,-3.2,0,/,-3,45,-2,-4
O=C(CC1CC1)N1CC[C@@H]2[C@@H](CO)Nc3ccc(-c4ccccc4)cc3[C@@H]21,0.6,-6,1,1,4[16.7 µM],2,1
CCO[C@H]1OC(C(=O)NCc2nc3ccccc3[nH]2)=C[C@@H](C)[C@@H]1CCCO,0.8,2,-2,-2,0,1,1
O=C(N=Nc1c(O)n(Cc2ccccc2)c2ccccc12)c1cc2ccccc2cc1O,/,3,0,4,/,-1,-4
O=C(CC1C(=O)NCCN1CC(c1ccccc1)c1ccccc1)NCCc1cn[nH]c1 (stereo not given),1.0,6,2,1,-1,-6,0
COc1ccc(S(=O)(=O)N2CCN(C(=O)c3oc4ccccc4c3C)CC2)cc1,2.0,-8,-2,2,/,-2,-3
Cc1ccc(-c2ccc3c(c2)O[C@H](CN(C)C(=O)C2CCC2)[C@@H](C)CN([C@@H](C)CO)S3(=O)=O)cc1,-0.2,-2,-1,-3,5[16.7 µM],-1,6
C[C@H](CO)N1C[C@H](C)[C@@H](CN(C)Cc2ccc(Cl)c(Cl)c2)OCCCC[C@H](C)Oc2ccc(NC(=O)C3CCCCC3)cc2C1=O,0.6,-4,1,1,-5[16.7 µM],-2,-1
COc1cc(C=C2C(=O)c3ccccc3C2=O)cc(OC)c1,-1.7,3,-1,3,/,-2,-2
C#Cc1ccc([C@@H]2C=C(C(=O)N3CCOCC3)O[C@H](OCC)[C@H]2CCCO)cc1,-0.4,?,-1,0,-1,/,/

# Screens deposited in PubChem BioAssay by Broad Institute.
